# Screening results (PubChem)
# APOBEC3G inh: APOBEC3G (human) deaminase inhibition. Q9HC16. recombinant A3G, ssDNA deamination FAM/TAMRA fluorescence. inhibition, % at 20 µM. actives 0.28% (n = 330,000). AID 493012;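 active means inhibition of at least 40% at 20 µM, with no more than 30% in the related APOBEC3A deaminase screen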;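 further: plate controls were DMSO wells with A3G for no effect and wells lacking A3G enzyme for full effect; some compounds called inactive have numbers as strong as hits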
# Target sequence (Q9HC16 whole entry, looked up): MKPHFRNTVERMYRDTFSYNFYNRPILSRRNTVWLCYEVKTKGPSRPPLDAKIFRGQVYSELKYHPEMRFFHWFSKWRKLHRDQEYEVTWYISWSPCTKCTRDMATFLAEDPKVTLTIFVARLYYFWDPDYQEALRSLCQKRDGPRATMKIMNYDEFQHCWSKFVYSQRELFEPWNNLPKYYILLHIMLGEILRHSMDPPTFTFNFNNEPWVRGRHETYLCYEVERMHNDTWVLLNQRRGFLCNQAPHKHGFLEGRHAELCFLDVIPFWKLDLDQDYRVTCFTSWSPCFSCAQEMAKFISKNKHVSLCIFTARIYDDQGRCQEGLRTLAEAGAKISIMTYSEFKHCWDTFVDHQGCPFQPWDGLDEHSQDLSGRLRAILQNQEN
# MPTP inh: blocks calcium-induced mitochondrial swelling; isolated mouse mitochondria, Ca2+ swelling absorbance, 30 min; AID 602449; inhibition, % at 10 µM; actives 1.4% (n = 360,000);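 active means inhibition of 50% or more, scaled per plate between neutral and stimulator controls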;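 further: 0% = DMSO wells given calcium and 100% = 1 mM EGTA wells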
# A3A deaminase: human APOBEC3A DNA deaminase inhibition. P31941. inhibition, % at 20 µM. recombinant A3A, FAM/TAMRA ssDNA deamination fluorescence. actives 0.41% (n = 330,000). AID 493011;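 active means at least 40% inhibition at 20 µM here, with at most 30% in a related deaminase screen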;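 further: plate controls were A3A with DMSO for no effect and wells lacking A3A enzyme for full effect; some results filed as inactive read as strong as hits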
# Target sequence (P31941 whole entry, looked up): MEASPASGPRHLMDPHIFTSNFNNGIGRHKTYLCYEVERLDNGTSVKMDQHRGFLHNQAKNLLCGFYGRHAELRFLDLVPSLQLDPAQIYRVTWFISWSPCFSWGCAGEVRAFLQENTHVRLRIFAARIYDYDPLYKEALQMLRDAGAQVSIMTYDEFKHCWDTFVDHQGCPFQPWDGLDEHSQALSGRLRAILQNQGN
# ATG4B inhibitor: blocks human ATG4B protease cleavage of LC3 substrate | actives 0.51% (n = 340,000) | inhibition, % at 8.33 µM | AID 504462 | ATG4B cleavage of LC3-PLA2, NBD-HPC fluorescence, 1 h | Q9Y4P1; in the data active means inhibition above about 40%
# Target sequence (Q9Y4P1 whole entry, looked up): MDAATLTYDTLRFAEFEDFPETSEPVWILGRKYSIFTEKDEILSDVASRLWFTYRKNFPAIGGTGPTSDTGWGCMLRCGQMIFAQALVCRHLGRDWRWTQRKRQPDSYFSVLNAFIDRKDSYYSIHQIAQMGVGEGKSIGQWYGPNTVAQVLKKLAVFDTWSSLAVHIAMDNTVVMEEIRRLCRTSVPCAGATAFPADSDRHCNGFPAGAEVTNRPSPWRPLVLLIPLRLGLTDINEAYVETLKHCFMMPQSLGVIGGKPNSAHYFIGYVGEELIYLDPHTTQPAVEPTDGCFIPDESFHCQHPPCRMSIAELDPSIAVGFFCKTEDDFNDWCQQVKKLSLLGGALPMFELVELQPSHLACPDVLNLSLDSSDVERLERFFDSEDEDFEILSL
# mIAP block: blocks mouse intestinal alkaline phosphatase; actives 0.2% (n = 330,000); AID 2806; purified mouse IAP, CDP-Star luminescence, 30 min; inhibition, % at 10 µM;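 active means inhibition of at least 40% at 10 µM in the primary screen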;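 further: plate controls were DMSO with enzyme for no effect and no enzyme wells for full effect; values of inactives mirror those of a sister screen read the other way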
# hIAP activ: human IAP activation. P09923. purified human IAP, CDP-Star luminescence, 30 min; active compounds read high; 1 = vehicle-only enzyme, 0 = enzyme-free background. activation factor at 10 µM. actives 0.16% (n = 330,000);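 active means activation factor of the enzyme at least 2-fold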; further: the source names both 10 and 20 µM as test concentration; values of inactives mirror those of a sister screen read the other way
# hIAP inh: blocks human intestinal alkaline phosphatase. P09923. purified IAP, CDP-Star luminescence, 30 min. inhibition, % at 10 µM. actives 0.12% (n = 330,000);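 active means inhibition reaching a set limit with compound at 10 µM in the primary screen, cut at about 35% in these data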;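 further: plate controls were DMSO wells with enzyme for no effect and no-enzyme buffer wells for full effect; values of inactives mirror those of a sister screen read the other way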
# mIAP act: increases mouse intestinal alkaline phosphatase activity | muIAP, CDP-Star luminescence, 30 min; active compounds read high; 1 = vehicle-only enzyme signal, 0 = enzyme-free wells | activation factor at 10 µM | actives 0.24% (n = 330,000) | AID 2805;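 active means activation factor of at least 2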; further: the source names both 10 and 20 µM as test concentration; values of inactives mirror those of a sister screen read the other way
#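 Assay system: mouse IAP enzyme / Compound: DMSO-dissolved test compounds / Timing: 30 min, room temperature / Measured by: luminescence from enzymatic CDP-Star hydrolysis / Control set: DMSO-only wells, enzyme-free buffer wells as negative control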
# beta cell repl: MIN6 beta-cell proliferation induction; MIN6 cells proliferation, ATPlite luminescence, 48 h; cells starved in 0.2% serum; 100% = growth in 10% serum; proliferation, % at 10 µM; actives 0.29% (n = 330,000); AID 2380;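 active means compounds whose signal lies at least 3.5 SD above the mean of all wells on their plate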;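 further: 0% = DMSO-treated cells in low-serum medium and 100% = 10% serum control; some compounds called inactive have numbers as strong as hits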
# * = called active by the depositor.
# Values run as follows: APOBEC3G inh, MPTP inh, A3A deaminase, ATG4B inhibitor, mIAP block, hIAP activ, hIAP inh, mIAP act, beta cell repl
CN(C)N1C(N)=C(C#N)C(c2ccsc2)C2=C1CCCC2=O (centres undefined)
  -7, -0.7, -5, -2, 6, 0.7, 30, 0.94, 1
CC(Sc1nc(N)cc(N)n1)C(=O)NCCC1=CCCCC1 (centres undefined)
  3, -1.4, -1, 3, -4, 1.2, -17, 1, -6
O=C(C1c2ccccc2C(=O)N2CCc3ccccc3C12)N1CCN(Cc2ccccc2)CC1 (centres undefined)
  -2, -0.6, -1, -8, 6, 0.82, 18, 0.94, 0
Cc1ccc(/C=C2/NC(=O)N(Cc3ccccc3F)C2=O)o1
  -2, 0.8, 1, 6, 14, 0.93, 7, 0.86, -1
Cc1nc(=O)c(-c2ccccc2)c(C)n1CCO
  -5, -0.2, -4, -1, -6, 0.97, 3, 1.1, -2
COc1ccc(NC(=O)CCC(=O)OCc2ccc(C(=O)Oc3ccc(Cl)cc3)cc2)cc1
  -7, -0.6, 1, -4, -9, 1.1, -6, 1.1, 2
O=C(OCC(=O)c1cccs1)c1ccccc1
  -1, 1.1, -2, -8, 7, 1, -4, 0.93, -4
CCOC(=O)C1Cn2c(nc3c(c2=O)C(C)(CC)Cc2ccccc2-3)S1 (centres undefined)
  -5, -1.0, -2, -10, -3, 0.98, 2, 1, 0
Cc1cccc(C(=O)OCC(=O)N2CCc3ccccc3C2)c1O
  -4, -0.5, 0, 8, -2, 1.1, -10, 1, -2
CCc1cc(C(=O)c2ccccc2OC)c(N)s1
  -5, -0.1, -6, 2, 12, 1.1, -13, 0.88, -3
N=c1sccn1CC(=O)Nc1cccc(Oc2ccccc2)c1
  1, 92*, 0, -5, 1, 0.97, 3, 0.99, -3
Cc1cc(-c2ccc(C)c(S(=O)(=O)NCCc3ccc(S(N)(=O)=O)cc3)c2)on1
  -2, -0.1, -3, 6, 4, 1, -2, 0.96, -1
COc1ccc(/C=C/c2nc(N)nc(-c3ccccc3O)n2)cc1OC
  -1, -0.8, 0, -21, 0, 1, -1, 1, 1
Cc1ccc2nc(-c3sc4nc(C)cc(C)c4c3N)[nH]c2c1
  -2, 4.5, 1, -25, -1, 1.1, -7, 1, -4
O=C(CSc1ncnc2ccccc12)Nc1cccc(S(=O)(=O)N2CCOCC2)c1
  -5, -0.3, 1, -12, 5, 0.91, 9, 0.95, 0
CN(CC(=O)Nc1ccc(Cl)c(C(F)(F)F)c1)C(=O)CCCNC(=O)c1ccc(Cl)cc1
  -2, 0.9, 1, -7, -2, 1, -3, 1, -5
CN(C(=O)CSc1nnc(C(F)(F)F)n1N)C1CCS(=O)(=O)C1 (centres undefined)
  1, 2.3, -1, 6, -10, 1.1, -5, 1.1, -1
CC(OC(=O)C(C)Oc1ccccc1)C(=O)Nc1ccc(S(=O)(=O)N2CCCCC2)cc1 (centres undefined)
  -7, 1.0, -2, -3, -23, 0.93, 7, 1.2, 1
O=C(C1CCCO1)N1CCN(C(c2ccccc2)c2ccccc2)CC1 (centres undefined)
  -6, -0.3, 3, 1, 7, 0.83, 17, 0.93, -3
CCOC(=O)C1(CCOc2ccccc2)CCN(Cc2cccc(F)c2)CC1
  -2, 2.3, 4, 0, 7, 1, 0, 0.93, -4

# Look-ups from above.
# N=c1sccn1CC(=O)Nc1cccc(Oc2ccccc2)c1 | mIAP block: 1
# CCOC(=O)C1Cn2c(nc3c(c2=O)C(C)(CC)Cc2ccccc2-3)S1 (centres undefined) | A3A deaminase: -2

# (cont.)
# Values run as follows: APOBEC3G inh, MPTP inh, A3A deaminase, ATG4B inhibitor, mIAP block, hIAP activ, hIAP inh, mIAP act, beta cell repl
N#Cc1c(Nc2cccc(F)c2)sc2c(O)cc(=O)[nH]c12
  4, -1.7, 3, 5, 11, 0.77, 23, 0.89, -2
COc1cccc(NC(=S)NCc2ccccc2)c1
  -6, 0.0, -1, 4, -13, 1.1, -6, 1.1, -1
Cc1ccc(-c2nnn(CC(=O)Nc3nnc(C(C)C)s3)n2)cc1
  -5, -0.3, -2, 1, -1, 0.98, 2, 1, -1
CCc1ccc(NC(=O)C(C)n2nc(C)c([N+](=O)[O-])c2C)cc1 (centres undefined)
  0, 1.2, 2, 0, -9, 1.1, -12, 1.1, -4
COc1ccc(-c2nnc3c4ccccc4c(C)nn23)cc1
  0, 1.9, 2, -9, 0, 0.97, 2, 1, -1
Cn1nc(-c2ccccc2)c(-c2nc(-c3cccc(C(F)(F)F)c3)no2)c1Cl
  1, 4.3, -1, -5, 12, 0.9, 10, 0.88, 0
O=C(N/N=C/c1ccco1)c1ccncc1
  -3, -0.5, 1, -9, 9, 0.79, 21, 0.91, -1
Cc1cnc(C(=O)Nc2nnc(C3CC3)s2)cn1
  -1, -1.1, -1, 4, 10, 1, -4, 0.9, 0
COc1ccc(OCC(O)CNC(=O)Nc2ccc(C(C)(C)C)cc2)cc1 (centres undefined)
  -2, 7.7, 0, -5, -37, 0.91, 9, 1.4, -2
Cc1ccccc1OCC(=O)Nc1ccccc1C(=O)NC1CC1
  0, 0.6, 2, 7, -1, 1.1, -9, 1, 7
COc1ccc(CCNC(=O)CSc2nnc(CNc3ccc(Cl)cc3)o2)cc1OC
  1, 6.2, -3, -8, 2, 1.1, -8, 0.98, -3
NC(=O)c1nnn(-c2ccccc2)c1N
  -2, -1.7, 0, 0, -8, 0.93, 7, 1.1, 1
CC1(C)Oc2ccc(NC(=O)C3COc4ccccc4O3)cc2O1 (centres undefined)
  0, -0.9, -1, -10, -17, 1, -5, 1.2, -4
O=C(CSc1nc2c(cnn2-c2ccccc2)c(=O)[nH]1)N1CCCCC1
  0, 1.9, -1, -16, -5, 0.96, 4, 1.1, 0
COc1ccc(NS(=O)(=O)c2cccc(C(=O)NN=C(C)c3ccco3)c2)cc1
  -8, 0.0, -6, 1, 24, 1.2, -19, 0.77, 1
CCOC(=O)N1CCN(C(=O)CN(c2ccc(Oc3ccccc3)cc2)S(C)(=O)=O)CC1
  -10, -1.7, -1, -1, 2, 1.4, -36, 0.98, -2
O=C(CNC(=O)/C(=C\c1ccc(F)cc1)NC(=O)c1ccccc1)OCc1ccccc1
  -8, 0.1, -1, -3, -2, 1.1, -6, 1, -5
CCC(CC)NC(=O)COC(=O)CCC(=O)c1ccc(Cl)cc1
  -7, 2.4, -4, 7, -20, 1, -4, 1.2, 0
O=C(CCl)Nc1ccccc1Sc1ccccc1
  0, -0.9, 2, 10, 8, 0.88, 12, 0.92, -4
COc1ccc2c(c1)cc1c(=O)n(CC(=O)NCCCOC(C)C)nc(C)n12
  -8, 1.2, -2, 3, -5, 0.97, 3, 1.1, 1

# The last three entries of the section before open the next one.
# Values run as follows: APOBEC3G inh, MPTP inh, A3A deaminase, ATG4B inhibitor, mIAP block, hIAP activ, hIAP inh, mIAP act, beta cell repl
CCC(CC)NC(=O)COC(=O)CCC(=O)c1ccc(Cl)cc1
  -7, 2.4, -4, 7, -20, 1, -4, 1.2, 0
O=C(CCl)Nc1ccccc1Sc1ccccc1
  0, -0.9, 2, 10, 8, 0.88, 12, 0.92, -4
COc1ccc2c(c1)cc1c(=O)n(CC(=O)NCCCOC(C)C)nc(C)n12
  -8, 1.2, -2, 3, -5, 0.97, 3, 1.1, 1
C=CCn1c(CCNC(=O)c2ccccc2F)nnc1SCC(=O)Nc1ccc(OC)cc1
  -6, -0.8, 5, 2, 3, 1, -3, 0.97, -2
CCC(C)(C)NC(=O)C(c1ccccc1F)N(C(=O)c1ccn[nH]1)c1ccccc1 (centres undefined)
  2, 1.2, 5, 1, -29, 1.2, -20, 1.3, -4
CCCCCCCC1CC(CSc2ncn[nH]2)OC1=O (centres undefined)
  1, 0.6, 2, -10, 8, 1.2, -23, 0.92, 5
CCN(CC(=O)NC(C)C)Cc1nc2c(Br)cc(Br)cc2c(=O)[nH]1
  0, 2.5, 3, -6, 1, 1.4, -39, 0.99, -2
O=C(CNC(=O)c1cccs1)OCC(=O)c1ccccc1Cl
  -6, 0.8, 3, -3, -7, 1.2, -21, 1.1, 0
CC(C)N(Cc1nccn1C)C(=O)c1ccc2oc(CCCc3ccccc3)nc2c1
  11, 1.6, -1, 0, -2, 0.95, 5, 1, 0
O=C1c2ccc(Oc3ccc4c(c3)C(=O)N(CCCO)C4=O)cc2C(=O)N1CCCO
  4, -1.3, 3, -7, 4, 0.94, 6, 0.96, -2
CCCNS(=O)(=O)c1cc2c3c(c1)C(C)C(=O)N3CCC2 (centres undefined)
  -9, -0.4, -5, -8, 10, 0.98, 2, 0.9, 3
COc1ccc(C(c2sc3nc(C)nn3c2O)N2CCC(C(N)=O)CC2)cc1OC (centres undefined)
  1, -1.8, 1, 0, 8, 0.98, 2, 0.92, 2
C(=N\N1CCN(c2ccccc2)CC1)/c1ccccc1
  -8, 4.4, 4, 3, 0, 1, -4, 1, -4
CCCCn1c(=N)n(CC(=O)c2ccc(Br)s2)c2ccccc21
  3, 7.2, 11, -6, 12, 0.96, 4, 0.89, -6
CS(=O)(=O)c1ccc(-c2sc3ccccc3c2C(=O)N2CCN(c3ccc(F)cc3)CC2)cc1
  17, -2.2, 2, 1, 1, 0.83, 17, 0.99, -2
CCN(c1ccc(C)cc1C)S(=O)(=O)c1nnc(NC(=O)C(C)(C)C)s1
  -8, 5.3, -4, 2, 8, 0.94, 6, 0.92, 1
Cc1cc(=O)oc2cc(OCCSCCN3CCCC3)ccc12
  -12, 0.0, -3, -4, 4, 1, -2, 0.96, 4
Cn1c(-c2cccs2)[n+](C)c2ccccc21
  -11, -3.2, -3, 1, -8, 0.98, 2, 1.1, -3
Cc1ccc(CC(NC(=O)c2ccccc2)C(=O)NC(C)C(=O)O)cc1 (centres undefined)
  -3, -0.8, -2, 3, -8, 0.91, 9, 1.1, 3
COc1ccc(C(=O)Nc2cccc(NC(=O)c3ccc(OC)cc3OC)n2)c(OC)c1
  -6, 3.0, -2, -7, -5, 1, -3, 1, -2
Cn1nc(C(F)(F)F)c(C(=O)Nc2cccc(C(F)(F)F)c2)c1SCc1ccc(Cl)cc1
  -8, 71*, -2, 11, -4, 1.1, -12, 1, -6
COc1ccc(Cl)cc1N1C(=O)C2CCCN2C1c1ccc(F)c(F)c1 (centres undefined)
  -1, -0.9, -3, -4, 5, 0.92, 8, 0.95, -2
O=C(c1ccco1)N1CCN(Cc2cc(=O)c(OCc3cccc(Cl)c3)co2)CC1
  -5, -1.7, -3, -5, 4, 1, -2, 0.96, 2
CCC(=O)N/N=C/c1ccc(-c2ccc(Cl)cc2)o1
  -8, -1.6, -4, -1, 19, 0.91, 9, 0.81, -3

# In another format: entries from further up
> CCC(C)(C)NC(=O)C(c1ccccc1F)N(C(=O)c1ccn[nH]1)c1ccccc1 (centres undefined)
  APOBEC3G inh: 2	MPTP inh: 1.2	A3A deaminase: 5	ATG4B inhibitor: 1	mIAP block: -29	hIAP activ: 1.2	hIAP inh: -20	mIAP act: 1.3	beta cell repl: -4

> CCCCCCCC1CC(CSc2ncn[nH]2)OC1=O (centres undefined)
  APOBEC3G inh: 1	MPTP inh: 0.6	A3A deaminase: 2	ATG4B inhibitor: -10	mIAP block: 8	hIAP activ: 1.2	hIAP inh: -23	mIAP act: 0.92	beta cell repl: 5

> CCN(CC(=O)NC(C)C)Cc1nc2c(Br)cc(Br)cc2c(=O)[nH]1
  APOBEC3G inh: 0	MPTP inh: 2.5	A3A deaminase: 3	ATG4B inhibitor: -6	mIAP block: 1	hIAP activ: 1.4	hIAP inh: -39	mIAP act: 0.99	beta cell repl: -2
